Screening data: PubChem BioAssay, Broad Institute
Cneo AK release: Cryptococcus neoformans cell lysis inducers, primary screen, AK release luminescence, single concentration. C. neoformans lysis, adenylate kinase release luminescence, 4 h; normalised: neutral wells 0, clomiphene wells 100. lysis activity, % at 15 µM. actives 0.2% (n = 360,000);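 active means mean lysis activity across replicates of at least 80%, whatever share of replicates individually reach that level; inactive means mean lysis activity below 80%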
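Assay system: C. neoformans cells. Amount: yeast cell density of 5 × 10^6 cells/mL. Technique: AK luminescence. Buffer or medium: YPD. Times: static 4 h at 37 °C with compound, 1 h detection. Dosing: single-point compound dose. Read-out: lysis from increased AK signal.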
PGC1a acetyl inh: inhibitors of PGC1a acetylation signal, primary screen, cell-based, U2OS, AlphaScreen, inhibitor mode; AlphaScreen anti-acetyl-lysine; with virally co-expressed GCN5 acetyltransferase; inhibition, % at 15.6 µM; actives 0.17% (n = 350,000);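 active means every replicate shows inhibition of at least 40%; inconclusive means mean inhibition at least 40% but some replicate below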;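 further: 0% = neutral control wells and 100% = positive control wells; some results beyond the cut were filed as inactive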
ERAP1 inh: human ERAP1 aminopeptidase inhibitors, primary screen, biochemical, single point, plate reader; AID 652197, 2013; inhibition, % at 10.7 µM; recombinant ERAP1, Leu-AMC fluorescence, 60 min; actives 0.15% (n = 340,000); Endoplasmic reticulum aminopeptidase 1 (Homo sapiens), Q9NZ08;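 active means mean replicate inhibition of at least 30%, or all replicates individually reaching that 30% level; inactive means mean below 30% and not every replicate reaching it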;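 further: 0% = neutral control wells and 100% = L-leucinethiol positive control wells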
Statin myotox sup: suppressors of statin myotoxicity in C2C12 myotubes, primary screen, cell-based, single point, plate reader | C2C12 myotubes + simvastatin, ATP luminescence, 48 h; scaled: DMSO 0, geranylgeraniol control 100 | rescue of ATP level, % at 7.49 µM | actives 0.78% (n = 330,000);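 active means mean ATP rescue above about 67%, or every replicate alone reaching that limit, limit read from the data, passing the limit was not always enough; inconclusive means no clear call, values can overlap the other calls; inactive means mean under the limit and some replicate under it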;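 further: myotubes were challenged with 10 µM simvastatin during compound exposure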
Xi reactivation: activators of inactive X chromosome reactivation, primary screen, imaging, XiGFP fibroblasts, GFP high-content imaging, set 2; XiGFP mouse fibroblasts, % GFP-positive cells imaging, 3 d; cells co-treated with 5-aza-dC sensitizer; scaled so ellipticine positive control = 100%; activation, % at 7.58 µM; actives 0.055% (n = 360,000); AID 743238, 2013;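 active means mean normalized replicate activation at least 10% and every replicate at or above 10%; inconclusive means only one of the two criteria met; inactive means mean below 10% and not all replicates reach 10%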;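 further: 0% = median of on-plate neutral control wells and 100% = ellipticine 6 µM median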
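assay system = SV40-immortalized XiGFP fibroblast cells, line 68-5-11 | buffer or medium = DMEM plus 5-aza-dC sensitizer | doses = single-point pinned compound dosing | times = 3-day compound exposure, then 15 min fixation at room temperature | benchmarks = positive control ellipticine, 6 µM final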
S100A4 MyoIIA: inhibitors of S100A4-myosin IIA peptide binding, primary screen, biochemical, fluorescence polarization, TAMRA-MyoIIA peptide | Protein S100-A4 (Homo sapiens), P26447 | inhibition, % at 10.7 µM | actives 0.14% (n = 360,000);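 active means mean inhibition of at least 70% across replicates, with every replicate also reaching that level; inconclusive means mean inhibition reaches 70% but some replicates fall short; inactive means mean inhibition below 70%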
Target sequence (P26447 whole entry, looked up): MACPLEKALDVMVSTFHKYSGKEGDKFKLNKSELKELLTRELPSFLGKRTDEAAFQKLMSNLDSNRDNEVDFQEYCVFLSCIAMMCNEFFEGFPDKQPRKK
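Compound dosing: one dose per compound; test system: human S100A4 monomer with TAMRA-labelled myosin IIA peptide; probe or stimulus: TAMRA-labelled myosin IIA heavy-chain peptide probe, 5 nM; medium: HEPES buffer with Ca2+, pH 7.2; schedule: 5 min incubation before reading; benchmarks: neutral control DMSO, positive control TFP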
LGR2 inh: inhibitors of bursicon-induced LGR2 CRE-luciferase signal, primary screen, cell-based, HEK293, CRE-luciferase reporter, bursicon stimulation; actives 0.35% (n = 380,000); bursicon-stimulated, 4 h; inhibition, % at 9.99 µM;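 active means drop in luminescence signal, shown as inhibition above about 50% in the replicate tests, limit read from the data, passing the limit was not always enough; inconclusive means probably only some replicates passing the limit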;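 further: agonist challenge used bursicon conditioned medium at about half maximal strength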
SIRT5 inh: SIRT5 desuccinylase inhibitors, primary screen, biochemical, fluorescence imaging, single point, set 5; inhibition, % at 15 µM; actives 1.1% (n = 330,000); Purified SirT5, succinyl-peptide AMC, trypsin-coupled fluorescence; in the data active means inhibition above about 15%; inconclusive means no clear call, values can overlap the other calls
Target sequence (Q9NXA8 whole entry, looked up): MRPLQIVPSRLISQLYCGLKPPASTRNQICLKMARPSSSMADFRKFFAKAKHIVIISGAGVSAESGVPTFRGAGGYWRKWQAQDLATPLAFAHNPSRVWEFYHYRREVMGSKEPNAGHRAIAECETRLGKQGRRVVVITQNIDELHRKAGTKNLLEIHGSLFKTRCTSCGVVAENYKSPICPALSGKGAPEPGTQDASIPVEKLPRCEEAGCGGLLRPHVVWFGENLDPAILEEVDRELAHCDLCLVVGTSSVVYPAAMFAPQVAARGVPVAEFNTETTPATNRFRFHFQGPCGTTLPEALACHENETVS
Starred values were filed as active, the others as inactive; u = inconclusive; x = no result given. Not all compounds are listed; the hit share may differ from the screen's.

Molecule | Cneo AK release | PGC1a acetyl inh | ERAP1 inh | Statin myotox sup | Xi reactivation | S100A4 MyoIIA | LGR2 inh | SIRT5 inh
CC(C)C(C)N(Cc1cccc(C(=O)O)c1)C(=O)c1ccc2ccccc2n1 (configuration not stated) | 2 | -5 | -1 | -3 | u | -1 | -2 | -5
O=C(C[C@H]1C[C@H]2c3cc(NC(=O)C4CCC4)ccc3O[C@H]2[C@@H](CO)O1)NCc1cc(F)ccc1F | 62 | -7 | 0 | 3 | 0.5 | -2 | -6 | 6
COc1ccc(CCCNC(=O)C2CCC(=O)N(Cc3ccc(Cl)cc3)C2)cc1 (configuration not stated) | -1 | -1 | 1 | x | 0.0 | -2 | -2 | 32*
Cc1ccc(NC(=O)c2cccc(S(=O)(=O)N3CCCCC3)c2)cc1 | -4 | x | -5 | -10 | 0.0 | -2 | -15 | -1
COc1ccc(C(=O)N(C)C2CCCN(Cc3ccccc3F)C2)cc1C (configuration not stated) | -2 | 2 | -6 | 0 | 0.0 | 6 | x | -2
CC(OC(=O)c1ccncc1)C(=O)Nc1ccc([N+](=O)[O-])cc1Cl (configuration not stated) | 9 | 5 | 1 | 3 | 0.0 | 0 | -10 | -2
C[C@@H]1CN([C@H](C)CO)C(=O)Cc2cc(NC(=O)Nc3ccc(F)cc3)ccc2O[C@H]1CN(C)C(=O)Nc1ccc2c(c1)OCO2 | 0 | 6 | 0 | 6 | -1.2 | 0 | -8 | -5
CCC(=O)N(C)C[C@@H]1Oc2cc(Br)ccc2S(=O)(=O)N([C@H](C)CO)C[C@@H]1C | 2 | -11 | 0 | -6 | -0.9 | -5 | 29 | 1
O=C(CC1SC(=Nc2ccccc2)N(CCc2ccccn2)C1=O)Nc1ccc(F)cc1 (configuration not stated) | -1 | 1 | 0 | -27 | 0.0 | -4 | -7 | -3
O=C(COC(=O)c1c(Cl)cccc1Cl)Nc1cc(Cl)ccc1Oc1ccccc1 | x | x | 3 | x | 0.0 | -3 | 12 | x
CCNC(=O)C[C@H]1CC[C@H]2[C@H](COc3ccc(NC(=O)Nc4ccc(F)cc4)cc3C(=O)N2C)O1 | -3 | -1 | -1 | 7 | 0.0 | -10 | -6 | 0
COCc1c(C(=O)N(C)Cc2ccccc2N2CCCC2)oc2ccccc12 | -1 | x | -1 | -4 | -0.2 | -4 | -9 | -2
CCN1CC(CN(C)Cc2nc(-c3ccc(Cl)cc3)no2)CC1=O (configuration not stated) | -1 | -8 | -3 | 18 | -0.3 | -5 | 7 | -2
O=C(Cc1cccs1)Nc1cccnc1 | 0 | 3 | 1 | -1 | x | -4 | 15 | -1
O=C(N[C@@H](Cc1ccccc1)C(=O)OCc1ccccc1)c1nc[nH]c1C(=O)NC1CCNCC1 | 2 | 9 | -7 | 11 | 0.1 | -2 | x | 3
CC(c1ccccc1)C1CC(=O)N(c2cc(Cl)ccn2)C1=O (configuration not stated) | -1 | 0 | x | x | 0.0 | 10 | 2 | 0
COc1ccc(S(=O)(=O)N(C)C[C@@H]2OCCCC[C@@H](C)Oc3ccc(NC(=O)Cc4ccccc4)cc3C(=O)N([C@@H](C)CO)C[C@@H]2C)cc1 | -3 | 7 | -3 | x | 0.1 | -4 | 24 | 0
CCC(=O)Nc1ccc2c(c1)OC[C@H](C)N(C(=O)C1CCC1)C[C@H](C)[C@H](OC)CN(C)C2=O | -5 | -10 | 0 | 9 | -0.6 | 14 | -3 | -7
O=C(NCc1ccco1)C1CCCN1C(=O)Nc1ccc(Cl)cc1 (configuration not stated) | x | -6 | 0 | x | 0.0 | 6 | 6 | 0
CC(C)Nc1ncnc2c1ncn2[C@H]1CN(CCN2CCOCC2)C[C@@H](CO)O1 | 0 | -7 | 0 | -4 | 0.1 | -9 | 5 | -1
C[C@H](CO)N1C[C@H](C)[C@H](CN(C)S(=O)(=O)c2ccc(C(F)(F)F)cc2)OCc2ccccc2-c2c(n(C)c3ccccc23)C1=O | x | -2 | -2 | x | -0.9 | -12 | 53* | 3
C[C@H]1CN([C@@H](C)CO)C(=O)c2cc(C#CCc3ccccc3)cnc2O[C@@H]1CN(C)CC1CCOCC1 | 0 | 2 | -5 | 11 | 0.5 | 9 | -1 | 1
Cc1ccc(-c2c(C(=O)NCc3ccccc3)oc(=O)c3ccccc23)cc1 | 1 | 5 | 0 | 8 | 0.2 | -4 | 11 | -2
COC(=O)[C@]12CCCCC=C1N(CCC1=CCCCC1)C(=O)[C@H](CC(=O)NCC13CC4CC(CC(C4)C1)C3)C2 | x | x | -3 | x | 0.1 | -1 | -4 | 6
COc1ccc(-c2cc(CNC(=O)CCl)on2)cc1 | 1 | -9 | x | 4 | x | x | 7 | x
CCN1C(=O)c2cccc3c(S(=O)(=O)Nc4ccc(OC)cc4OC)ccc1c23 | -1 | -1 | x | x | 0.1 | x | -18 | x
Cc1ccc(C(=O)CCC(=O)NCc2ccc(Cl)cc2)cc1 | 2 | 0 | -1 | 12 | 0.0 | -2 | -15 | -6
Cc1ccc(/C=N/NC(=O)NC23CC4CC(CC(C4)C2)C3)o1 | -2 | 5 | x | 3 | 0.2 | 2 | 1 | 1
O=C(COC(=O)CSc1ccc([N+](=O)[O-])cc1)NCc1ccco1 | x | x | 2 | x | 0.0 | -8 | 5 | 3
CC(C)c1ccc(/C=C2\NC(=S)N(Cc3cccnc3)C2=O)cc1 | -3 | 8 | -1 | x | 0.0 | -3 | -18 | -2
CCCC(=O)OC(C(=O)Nc1cc(C(F)(F)F)ccc1Cl)c1ccccc1 (configuration not stated) | 0 | 2 | -3 | x | 0.1 | 0 | 3 | -1
CCn1c(C)cc(/C=C2/SC(=S)N(CC(=O)O)C2=O)c1C | x | 11 | x | x | 0.3 | -6 | 7 | 15*
COCC(=O)N1[C@H](CO)[C@H](c2ccccc2)C12CN(C(=O)c1cccc(F)c1)C2 | x | 1 | -5 | x | 0.4 | 1 | 5 | -2
CCOc1ccc(N/C=C/C(=O)c2cc(OC)c(OC)c(OC)c2)cc1 | 2 | 0 | 3 | 0 | 0.0 | 0 | 1 | -1
CCc1nc(N2CCCCC2C)c2oc3ccccc3c2n1 (configuration not stated) | 86* | -6 | x | -29 | x | x | 13 | x
COc1ccc(CNS(=O)(=O)NCc2ccccc2)cc1OC | 7 | -2 | 7 | 4 | 0.1 | 3 | 0 | -2
COCC#Cc1ccc([C@@H]2[C@@H](CO)N3CCCCN(Cc4ccncc4)C[C@H]23)cc1 | 2 | 5 | 1 | 9 | 0.0 | 5 | 12 | 1
CC=Cc1ccc2n(c1=O)C[C@H]1[C@H](CO)[C@@H](C(=O)NC3CCC3)N(CCC)[C@@H]21 (mixture of isomers) | x | -5 | 3 | x | -0.1 | 0 | -10 | -2
COc1ccc2c3c([nH]c2c1)[C@@H](CO)N(Cc1ccccn1)CC31CCN(C(=O)c2ccccn2)CC1 | x | 1 | -1 | x | 0.4 | 6 | -18 | 1
CCOC(=O)Cc1cc(=O)n2[nH]c(-c3ccccc3)c(-c3ccccc3)c2n1 | -5 | 8 | 1 | 1 | 0.2 | -23 | -6 | -2

Pulled by compound from the list above:
Molecule | Cneo AK release | PGC1a acetyl inh | ERAP1 inh | Statin myotox sup | Xi reactivation | S100A4 MyoIIA | LGR2 inh | SIRT5 inh
O=C(NCc1ccco1)C1CCCN1C(=O)Nc1ccc(Cl)cc1 (configuration not stated) | x | -6 | 0 | x | 0.0 | 6 | 6 | 0
C[C@H](CO)N1C[C@H](C)[C@H](CN(C)S(=O)(=O)c2ccc(C(F)(F)F)cc2)OCc2ccccc2-c2c(n(C)c3ccccc23)C1=O | x | -2 | -2 | x | -0.9 | -12 | 53* | 3
O=C(COC(=O)CSc1ccc([N+](=O)[O-])cc1)NCc1ccco1 | x | x | 2 | x | 0.0 | -8 | 5 | 3
CCN1C(=O)c2cccc3c(S(=O)(=O)Nc4ccc(OC)cc4OC)ccc1c23 | -1 | -1 | x | x | 0.1 | x | -18 | x

(further entries)
Molecule | Cneo AK release | PGC1a acetyl inh | ERAP1 inh | Statin myotox sup | Xi reactivation | S100A4 MyoIIA | LGR2 inh | SIRT5 inh
COCCN(C(=S)Nc1ccccc1OC)C1CCN(C(C)C)CC1 | -2 | 8 | -3 | -4 | 1.0 | -4 | -1 | -6
CCOC(=O)C(C)NC(=O)CCc1nnc2ccc(N3CCCCC3)nn12 (configuration not stated) | 1 | 8 | 0 | 6 | 0.0 | -1 | 14 | -2
CCN(CCn1cccn1)C(=O)C1CCC(=O)N(CCc2cccc(F)c2)C1 (configuration not stated) | -5 | -3 | 0 | x | -0.1 | 1 | -4 | 0
Cc1ccc(NC(=O)c2sc3nc(CCl)[nH]c(=O)c3c2C)c(C)c1 | x | -5 | -6 | x | 0.0 | -9 | -36 | -2
CCn1nnnc1SCC(=O)N(C)C1CCS(=O)(=O)C1 (configuration not stated) | -2 | -2 | -2 | -12 | 0.2 | 1 | 6 | -2
COc1ccc(Nc2cc(C(=O)NCCCN3CCOCC3)c3ccccc3n2)cc1 | 0 | -2 | -4 | -52 | 0.0 | 0 | 6 | -2
O=C(NCCc1ccccn1)C1CCCN1S(=O)(=O)c1ccc(Cl)cc1 (configuration not stated) | -4 | 9 | 0 | -22 | 0.3 | -7 | 6 | 2
CCCCCCCCCC(=O)Nn1cnc2ccccc2c1=O | x | x | 0 | x | 0.2 | 2 | 8 | 1
CCn1c(SCC(=O)NC2CCCC2)nnc1-c1ccco1 | 14 | -17 | -4 | -5 | 0.0 | 8 | 14 | x
CC1CC(C)CN(CCCNC(=O)CN2C(=O)CSc3ccc(S(=O)(=O)N4CCOCC4)cc32)C1 (configuration not stated) | 0 | 0 | -2 | 5 | 0.1 | 1 | 16 | -2
CC(C)CN(C[C@@H]1N[C@@H](CO)[C@H]1c1ccccc1)C(=O)CN(C)C | -8 | 3 | -6 | -5 | -0.1 | 33 | 12 | -2
O=S1(=O)CC(N2CCSCC2)CN1Cc1cn(Cc2ccccc2)nn1 (configuration not stated) | x | x | x | x | 0.0 | -2 | 9 | -4
COc1ccc(S(=O)(=O)NCC(=O)N(CC(=O)NCc2ccco2)Cc2ccc(F)cc2)cc1 | -2 | 14 | -6 | -6 | 0.5 | 0 | -1 | 0
O=C(C[C@H]1CC[C@@H](NC(=O)C2CCOCC2)[C@H](CO)O1)Nc1ccccc1 | x | -3 | 0 | x | -0.2 | 1 | -2 | 0
